Rab2 wt GTP – modulators of GTP binding to Rab2A wildtype, primary screen, biochemical, dog, bead-based flow cytometry, multiplex | GST-Rab2 wt beads, Bodipy-GTP binding | hit rate 0.19% among 190,000 | Ras-related protein Rab-2A (Canis lupus familiaris), P61105 | GTP binding activity, % at 10 µM;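 active = GTP binding activity at least 20 points away from 100%, either lowered or raised; inconclusive = signal likely due to the compound's own green fluorescence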;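 also: 0% = beads with excess unlabeled GTP and 100% = no-compound control corrected for plate trend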
HRas wt GTP – modulators of GTP binding to HRas wildtype, primary screen, biochemical, bead-based flow cytometry, multiplex; GTPase HRas (Homo sapiens), P01112; GST-Ras wt beads, Bodipy-FL-GTP binding; actives lie on both sides; GTP binding activity, % at 10 µM; hit rate 0.14% among 190,000;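 active = GTP binding activity at least 20% away from the 100% baseline, either lowered as inhibitor or raised as activator; inconclusive = flagged as likely green fluorescent, judged across all proteins in the well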;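 also: 0% = unlabeled GTP competition control and 100% = no-compound control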
Target sequence (P01112 whole entry, looked up): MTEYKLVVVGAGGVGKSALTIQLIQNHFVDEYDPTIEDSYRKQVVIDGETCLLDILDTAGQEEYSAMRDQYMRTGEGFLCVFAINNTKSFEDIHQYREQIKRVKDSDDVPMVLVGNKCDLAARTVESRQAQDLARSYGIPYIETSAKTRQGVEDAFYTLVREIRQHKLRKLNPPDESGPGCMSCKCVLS
Rac1 act GTP bind – GTP binding modulators of activated mutant Rac1, primary screen, biochemical, bead-based flow cytometry, multiplex, fluorescent GTP; percent activity (GTP binding), % at 10 µM; Ras-related C3 botulinum toxin substrate 1 (Homo sapiens), P63000; GST-Rac1 activated beads; actives lie on both sides; 100% means binding = to untreated wells; hit rate 0.11% among 190,000;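 active = GTP binding at least 20 percentage points away from the 100% baseline, in either direction, so actives lie on both sides; inconclusive = Compound likely fluorescent itself, or too few beads counted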
Rac1 wt modul – wildtype Rac1 GTP binding modulators, primary screen, biochemical, GST-Rac1 beads, flow cytometry, multiplex; Ras-related C3 botulinum toxin substrate 1 (Homo sapiens), P63000; GTP binding activity (% of control), % at 10 µM; AID 757, 2007; hit rate 0.27% among 190,000; fluorescent GTP binding; actives lie on both sides; 0 = cold GTP competed, 100 = untreated;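 active = GTP binding activity at least 20 points away from the 100% control level, either lower or higher; inconclusive = compound flagged as likely green fluorescent, judged across all proteins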
GSH bead fluor – compound fluorescence on glutathione beads, profiling panel, artefact control, biophysical, 488/530 nm, flow cytometry; GSH beads flow cytometry, compound fluorescence 488/530 nm; hits give high values; fluorescence (KMESF) at 10 µM; hit rate 0.25% among 190,000; AID 1776, 2009; in the data active = fluorescence above about 89;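 also: glutathione beads carrying GST-tagged Bcl family fusion proteins plus one bare bead set; values are compound well signal with DMSO vehicle wells as background; inactives centre near 16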
ABCG2 inh – ABCG2 efflux pump inhibitors, primary screen, multiplex with ABCB1, IgMXP3 cells, flow cytometry; JC-1 efflux; inhibition, % at 6.6 µM; hit rate 0.1% among 190,000; AID 1325, 2008;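 active = inhibition above 80%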;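 also: 0% = DMSO and 100% = nicardipine control wells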
Target sequence (Q9UNQ0 whole entry, looked up): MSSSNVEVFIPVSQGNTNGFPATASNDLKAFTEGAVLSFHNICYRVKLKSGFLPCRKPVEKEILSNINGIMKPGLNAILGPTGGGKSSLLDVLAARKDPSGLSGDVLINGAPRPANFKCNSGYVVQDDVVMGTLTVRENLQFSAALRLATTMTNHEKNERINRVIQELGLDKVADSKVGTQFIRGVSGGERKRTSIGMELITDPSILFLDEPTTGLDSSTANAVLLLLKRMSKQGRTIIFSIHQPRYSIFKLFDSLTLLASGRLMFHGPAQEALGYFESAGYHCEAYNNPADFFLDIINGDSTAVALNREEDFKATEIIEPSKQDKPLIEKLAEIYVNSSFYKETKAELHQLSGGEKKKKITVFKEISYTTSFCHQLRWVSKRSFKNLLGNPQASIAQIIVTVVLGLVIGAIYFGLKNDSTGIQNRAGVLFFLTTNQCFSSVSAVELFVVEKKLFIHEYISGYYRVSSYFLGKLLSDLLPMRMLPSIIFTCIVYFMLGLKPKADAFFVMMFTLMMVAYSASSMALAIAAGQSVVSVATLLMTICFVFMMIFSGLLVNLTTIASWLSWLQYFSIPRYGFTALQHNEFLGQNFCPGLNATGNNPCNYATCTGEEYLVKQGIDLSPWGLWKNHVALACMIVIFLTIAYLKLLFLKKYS
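Read-out basis: Efflux inhibition in percent versus controls | Test system: ABCG2 IgMXP3 and barcoded ABCB1 CCRF-Adr cell mix | Quantity: 3 million cells/mL in well | Schedule: 10 min at 25 °C | Control set: Nicardipine as high control, DMSO as low control | Reagent: JC-1 as fluorescent efflux pump substrate | Signal: Flow cytometry of retained JC-1 fluorescence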
Pf gamet viab – late stage P. falciparum gametocyte viability inhibitors, primary screen, ATP luminescence, HTS. inhibition, % at 10.9 µM. hit rate 0.065% among 150,000. P. falciparum stage V gametocytes, 24 h;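 active = inhibition above the mean plus 3 SD of compounds within the control limits, set per campaign, cut at about 38% in these data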;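 also: 0% = DMSO wells and 100% = medium only without gametocytes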
Avidin bead fluor – green autofluorescence of compounds with avidin beads – biophysical, 488/530 nm, flow cytometry, artefact control, profiling panel; hit rate 0.38% among 220,000; compound fluorescence 488/530 nm; hits give high values; fluorescence (KMESF) at 10 µM; in the data active = fluorescence above about 47; also: inactives centre near 10
Cdc42 wt GTP – modulators of GTP binding to wildtype Cdc42, primary screen, biochemical, multiplex bead flow cytometry, Bodipy-GTP; percent activity (GTP binding), % at 10 µM; Cell division control protein 42 homolog (Homo sapiens), P60953; GST-Cdc42 beads; actives lie on both sides; hit rate 0.2% among 190,000;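 active = percent activity GTP binding at least 20 points away from the 100% baseline, either down as inhibitor or up as activator; inconclusive = compound flagged as likely green fluorescent from well-wide comparison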;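 also: median bead fluorescence of bound Bodipy-FL-GTP at 100 nM; 0% = excess unlabeled GTP control and 100% = no compound control; below 100% means less GTP binding so inhibitor and above means activator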
Target sequence (P60953 whole entry, looked up): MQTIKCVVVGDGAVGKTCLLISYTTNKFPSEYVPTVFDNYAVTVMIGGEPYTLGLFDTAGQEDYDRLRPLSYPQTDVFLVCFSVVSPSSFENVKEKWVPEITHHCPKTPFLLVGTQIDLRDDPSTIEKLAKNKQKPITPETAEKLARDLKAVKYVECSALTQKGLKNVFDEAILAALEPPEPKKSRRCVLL
ABCB1 block – ABCB1 efflux pump inhibitors, primary screen, cell-based, multiplex, flow cytometry, ABCG2 counter-screen. CCRF-Adr cells, JC-1 efflux. ATP-dependent translocase ABCB1 (Homo sapiens), P08183. inhibition, % at 6.6 µM. hit rate 0.067% among 190,000; in the data active = inhibition above about 40%;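 also: 0% = vehicle and 100% = reference inhibitor; higher value means more JC-1 retained so stronger ABCB1 efflux block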
Rab7 wt GTP bind – modulators of GTP binding to Rab7, primary screen, biochemical, wildtype, multiplex bead flow cytometry; GST-Rab7 beads, fluorescent GTP binding; actives lie on both sides; untreated = 100%, excess cold GTP = 0%; GTP binding activity (percent of control), % at 10 µM; Rab7 GTPase wild type (dog), Bodipy-FL-GTP binding; hit rate 0.055% among 190,000; AID 758, 2007;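 active = fluorescent GTP binding to Rab7 beads changed by at least 20 points from the 100% baseline, either direction, mostly lower; inconclusive = compound itself probably fluorescent, or too few beads counted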;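 also: median green fluorescence of bound Bodipy-FL-GTP per Rab7 bead population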
Starred values were filed as active, the others as inactive; ? = inconclusive; nt = not tested or not shown.

Values in the order – Rab2 wt GTP | HRas wt GTP | Rac1 act GTP bind | Rac1 wt modul | GSH bead fluor | ABCG2 inh | Pf gamet viab | Avidin bead fluor | Cdc42 wt GTP | ABCB1 block | Rab7 wt GTP bind
[1] COc1ccc(C(=O)c2nccc3ccccc23)cc1
  95 | 95 | 95 | 95 | 15 | 6 | -8 | 8 | 95 | -0.2 | 100
[2] Cc1cc(NC(=O)CSc2nc(C(C)C)nc3sc4c(c23)CCC(C)C4)no1 (stereo not drawn)
  101 | 103 | 99 | 107 | 16 | 7 | -15 | 3 | 102 | 1.0 | 102
[3] Cc1ccc(C)c(NS(=O)(=O)c2ccc3c(c2)Cc2cc(S(=O)(=O)Nc4cc(C)ccc4C)ccc2-3)c1
  103 | 101 | 101 | 103 | 6 | -2 | 4 | 15 | 99 | -0.5 | 98
[4] CCN(CC)S(=O)(=O)c1ccc(-c2nnc(SCc3nnc(-c4ccc(C)cc4)o3)o2)cc1
  100 | 101 | 98 | 102 | 46 | 2 | nt | 5 | 102 | 1.1 | 103
[5] Cc1nn(C)c(C(=O)NNC(=S)Nc2ccc(F)cc2)c1[N+](=O)[O-]
  102 | 105 | 100 | 109 | 63 | 1 | nt | 13 | 107 | 0.1 | 105
[6] CCOC(=O)C1=C(C)NC(=O)NC1c1cccc(OC)c1OCc1ccccc1Cl (stereo not drawn)
  102 | 101 | 99 | 101 | 15 | 4 | 15 | 7 | 101 | 1.5 | 102
[7] O=C(Nc1ccc2c(c1)OCCO2)C1CCCN(S(=O)(=O)c2cnc[nH]2)C1 (stereo not drawn)
  103 | 102 | 97 | 104 | 26 | 1 | nt | 7 | 102 | 0.2 | 105
[8] Cc1nnc(N2CCN(c3ccccc3)CC2)[nH]c1=O
  103 | 102 | 102 | 105 | 26 | 50 | 12 | 19 | 106 | 1.5 | 97
[9] CCN(C(=S)Nc1cccc(C)c1)c1ccccc1
  100 | 102 | 99 | 108 | 16 | 7 | nt | 8 | 106 | 0.2 | 98
[10] O=C(NCc1cccs1)C1CC(c2ccc(Cl)cc2)=NO1 (stereo not drawn)
  94 | 92 | 92 | 93 | 15 | 2 | 19 | 12 | 92 | 0.6 | 91
[11] Cc1ccc(-c2csc(NC(=O)CN3C(=O)CCC3=O)n2)cc1
  96 | 100 | 95 | 100 | 13 | 2 | -8 | 12 | 98 | 0.7 | 102
[12] COCCN1C(=O)c2cc(C(=O)Nc3cccc(F)c3)ccc2C1Nc1cccc(F)c1 (stereo not drawn)
  100 | 101 | 99 | 109 | 12 | 6 | nt | 7 | 103 | 0.0 | 96
[13] O=C(Cn1cc([N+](=O)[O-])cn1)N1CCc2ccccc2C1
  96 | 95 | 91 | 93 | 13 | -2 | -3 | 9 | 92 | 0.1 | 102
[14] O=C(CN1CCN(Cc2ccc3c(c2)OCO3)CC1)Nc1cc(S(=O)(=O)N2CCCC2)ccc1Cl
  90 | 89 | 88 | 88 | 15 | -1 | -3 | 7 | 90 | 0.8 | 90
[15] Cc1ccc([N+](=O)[O-])cc1NC(=S)NC(=O)CC(C)(C)C
  108 | 107 | 104 | 106 | 25 | 16 | -28 | 7 | 109 | 1.7 | 101
[16] C/C(=N\NC(N)=O)c1cccc(Cl)c1
  102 | 100 | 99 | 101 | 6 | -2 | 3 | 7 | 98 | 1.1 | 97
[17] COc1ccc(CCNC(=O)c2sc3cc(C)ccc3c2Cl)cc1
  95 | 97 | 96 | 97 | 40 | -1 | nt | 4 | 97 | -1.7 | 95
[18] Cc1cc(-c2nc3c4c5c(sc4[nH]c(=O)n3n2)CCC5)c(C)o1
  90 | 93 | 88 | 95 | 19 | 2 | nt | 14 | 93 | 0.1 | 90
[19] O=c1[nH]c2ccccc2nc1NCCN1CCOCC1
  101 | 102 | 98 | 102 | 27 | 1 | 0 | 11 | 100 | 0.2 | 100
[20] CCOC(=O)C1=C(C)Nc2ncnn2C1c1cccnc1 (stereo not drawn)
  104 | 103 | 100 | 102 | 20 | 0 | nt | 10 | 104 | 0.1 | 97
[21] COc1ccc2cc(CN(CC3CCCO3)C(=O)Nc3ccccc3)c(=O)[nH]c2c1 (stereo not drawn)
  99 | 97 | 95 | 99 | 53 | 2 | 24 | 8 | 93 | 0.3 | 103
[22] CC1(C)C=C(c2ccc(C(=O)O)s2)CC(C)(C)N1
  98 | 102 | 98 | 101 | 7 | 5 | -30 | 3 | 99 | -0.1 | 100
[23] C=CCn1c(SCC(=O)N2CC(=O)Nc3ccccc32)nc2scc(-c3cccs3)c2c1=O
  97 | 98 | 96 | 97 | 12 | 8 | nt | 17 | 99 | 6.2 | 99
[24] Cc1cccc(CN(CC(=O)N/N=C/c2ccco2)S(=O)(=O)c2ccc(Cl)cc2)c1
  90 | 94 | 92 | 93 | 35 | -3 | 3 | 5 | 92 | -2.1 | 94
[25] Cc1cccc(Nc2ncnc3ccc(Br)cc23)c1
  95 | 96 | 97 | 95 | 11 | 16 | -15 | 11 | 95 | 1.4 | 95
[26] O=C(COC(=O)c1ccc2c(c1)C(=O)N(Cc1ccncc1)C2=O)Nc1cccc2ccccc12
  97 | 98 | 90 | 93 | 13 | 8 | -24 | 10 | 92 | 1.2 | 105
[27] CC1(C)CC(=O)C(C=Nc2ccc(O)c(N=CC3=C(O)CC(C)(C)CC3=O)c2)=C(O)C1
  97 | 93 | 96 | 99 | 13 | 2 | -14 | 9 | 99 | 0.2 | 97
[28] OCCN1CCN(CC(O)COc2ccc(-c3ccccc3)cc2)CC1 (stereo not drawn)
  94 | 92 | 93 | 88 | 61 | 1 | nt | 7 | 94 | 0.1 | 96
[29] Cc1c(C(=O)NNS(=O)(=O)c2ccccc2)sc(=S)n1C
  101 | 102 | 101 | 106 | 13 | 12 | -13 | 11 | 104 | 0.1 | 103
[30] COc1ccc(C(=O)O)cc1S(=O)(=O)Nc1ccc(C)cc1
  97 | 99 | 97 | 98 | 14 | 12 | 24 | 11 | 98 | 0.8 | 103
[31] O=C(O)CSc1ncnc2sc3c(c12)CCC3
  95 | 92 | 94 | 93 | 28 | -4 | -16 | 3 | 94 | -0.7 | 90
[32] O=Cc1c(-c2ccc(F)cc2)nc2ccccn12
  98 | 99 | 97 | 98 | 12 | 3 | -12 | 20 | 96 | 0.8 | 104
[33] CCCCNCCCOc1cc(Cl)ccc1Cl
  99 | 102 | 98 | 116 | 44 | 1 | nt | 16 | 101 | -0.4 | 103
[34] COc1cc(C(C)=O)ccc1OCC(=O)NCC1(N2CCCCC2)CCCCC1
  100 | 100 | 98 | 101 | 13 | 2 | -4 | 9 | 101 | 1.6 | 99
[35] CCOC(=O)Cc1c(C)nc2c(-c3ccccc3)c[nH]n2c1=O
  95 | 98 | 95 | 94 | 13 | 0 | 18 | 33 | 98 | -0.2 | 96
[36] Cc1cc(=O)nc2c3ccccc3n(C(C)C(=O)Nc3c(F)c(F)c(F)c(F)c3F)n12 (stereo not drawn)
  ? | ? | ? | ? | 8 | 1 | -11 | 23 | ? | 0.0 | ?
[37] C/C(=N\NC(=O)c1cc(Cl)ccc1O)c1ccc(Br)s1
  95 | 95 | 95 | 96 | 9 | -4 | -8 | 10 | 99 | -0.6 | 95
[38] CNC(=S)N1CCN(c2nc3ccccc3s2)CC1
  94 | 94 | 97 | 100 | 26 | 2 | -4 | 7 | 95 | -0.2 | 96
[39] O=C(O)c1ccccc1-c1nc(-c2ccccc2)c(-c2ccccc2)[nH]1
  91 | 91 | 90 | 95 | 15 | 6 | 4 | 11 | 93 | 1.0 | 97
[40] CC(C)(C)C(=O)N1CCN(c2ccc([N+](=O)[O-])c(NCc3cccnc3)c2)CC1
  96 | 98 | 97 | 97 | 18 | 10 | 4 | 9 | 94 | 2.7 | 100
[41] COCc1nnc(NC(=O)c2ccc(NC(=O)C(C)C)cc2)s1
  104 | 104 | 100 | 98 | 23 | 0 | 1 | 14 | 105 | -0.1 | 96
[42] CCCc1cc(=O)oc2c(CN3CCCC3)c(O)c(Cl)cc12
  100 | 99 | 97 | 100 | 31 | 0 | -23 | 9 | 99 | 0.1 | 101
[43] Brc1ccc(-c2ccc(/C=N/Nc3nncc(-c4ccccc4)n3)o2)cc1
  100 | 100 | 98 | 101 | 8 | -1 | nt | 6 | 99 | -0.3 | 106
[44] COc1ccc(C(=O)N2CCCC(c3ccccc3)C2)cc1 (stereo not drawn)
  94 | 96 | 95 | 94 | 51 | 4 | 8 | 8 | 97 | 0.3 | 94
[45] CSc1ccc(CNc2ccccn2)cc1
  99 | 97 | 100 | 103 | 27 | 8 | -7 | 12 | 100 | 1.3 | 98
[46] CCc1ccc(NC(=O)C2CC=CCC2C(=O)O)cc1 (stereo not drawn)
  95 | 96 | 97 | 98 | 5 | 0 | nt | 7 | 97 | -0.1 | 96
[47] COC(=O)c1sccc1NC(=O)CSc1ccccc1NS(=O)(=O)c1ccc(F)cc1
  99 | 99 | 99 | 99 | 34 | 1 | -16 | 20 | 102 | 0.4 | 97
[48] CSc1nnc(C)c(=O)n1COC(=O)/C=C/c1ccc2c(c1)OCO2
  97 | 99 | 96 | 101 | 16 | 21 | 27 | 11 | 94 | 1.7 | 106
[49] O=C(CSc1nc2c(sc3ccccc32)c(=O)n1CCc1ccccc1)NCc1ccco1
  98 | 97 | 101 | 99 | 25 | 13 | -14 | 10 | 99 | 0.7 | 95
[50] CC(=O)c1cc2c(cc1N/C(=N/S(=O)(=O)c1ccc(C)cc1)c1ccc(Cl)cc1)OCO2
  98 | 99 | 99 | 106 | 4 | 21 | -42 | 15 | 102 | 5.1 | 101
[51] Cc1cccc(C(=O)CC(=O)c2cc(Cl)ccc2O)c1
  100 | 103 | 100 | 109 | 10 | 2 | nt | 9 | 102 | 0.2 | 98
[52] CCC(=NCc1ccccc1)C1=C(O)C(C(=O)OC)C(C)(C)CC1=O (stereo not drawn)
  103 | 101 | 101 | 103 | 28 | -1 | -9 | 5 | 100 | -0.9 | 101
